Luc counter: blocks Kinase-Glo luciferase, a counter-screen artifact | Q27757 | Potency, µM (titrated, usually from 38.3 µM), for the others: at the highest dose activity change, negative = inhibition, most hits filed as inhibitors | AID 1379 | 200,000 compounds, 0.28% hits | Kinase-Glo luciferase, ATP luminescence, 8 min; further: potency means the concentration at half of the fitted maximal effect; on the % scale 0 is the no-effect control and ±100 the full control effect; nearly all actives have a fitted effect of over 60% in size
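Substrate mix (final 50 mM imidazole pH 7.2, 50 mM KCl, 7 mM MgCl2, 10 uM ATP, 0.01% Tween 20, 0.05% BSA) plus pin-tool compound, then Kinase-Glo detection mix; 8 min ambient, luminescence read.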
NPSR antag: antagonists of human neuropeptide S receptor cAMP signaling; Potency, µM (titrated, usually from 38.3 µM), for the others: at the highest dose activity change, negative = inhibition, usual class: inhibitors; Q6W5P4; AID 1461; 220,000 compounds, 1% hits; CHO-NPSR cells, cAMP TR-FRET, antagonist mode; further: potency means the concentration at half of the fitted maximal effect; on the % scale 0 is the no-effect control and ±100 the full control effect; nearly all actives have a fitted effect of over 50% in size; many of its hits are not listed in these tables
Target sequence (Q6W5P4 whole entry, looked up): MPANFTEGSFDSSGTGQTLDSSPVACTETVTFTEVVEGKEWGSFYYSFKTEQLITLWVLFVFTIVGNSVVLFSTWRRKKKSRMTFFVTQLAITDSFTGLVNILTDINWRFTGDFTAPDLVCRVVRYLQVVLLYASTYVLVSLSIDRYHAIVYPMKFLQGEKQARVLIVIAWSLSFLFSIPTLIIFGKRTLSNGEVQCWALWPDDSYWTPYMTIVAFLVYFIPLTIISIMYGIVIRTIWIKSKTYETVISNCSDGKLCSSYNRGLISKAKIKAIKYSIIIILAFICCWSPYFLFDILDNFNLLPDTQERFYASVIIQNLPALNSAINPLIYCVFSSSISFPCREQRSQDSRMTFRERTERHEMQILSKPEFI
CBFb RUNX1 block: blocks binding between human CBF-beta and RUNX1 | 230,000 tested, under 10 active | Q01196+Q13951 | Potency, µM (highest dose often 59.8 µM), for the others: at the top dose activity, negative = inhibition, most hits filed as inhibitors | AlphaScreen CBFb-His/RUNX1-biotin binding, biochemical; further: % of control where 0% means no effect
Target sequence (Q01196 whole entry, looked up): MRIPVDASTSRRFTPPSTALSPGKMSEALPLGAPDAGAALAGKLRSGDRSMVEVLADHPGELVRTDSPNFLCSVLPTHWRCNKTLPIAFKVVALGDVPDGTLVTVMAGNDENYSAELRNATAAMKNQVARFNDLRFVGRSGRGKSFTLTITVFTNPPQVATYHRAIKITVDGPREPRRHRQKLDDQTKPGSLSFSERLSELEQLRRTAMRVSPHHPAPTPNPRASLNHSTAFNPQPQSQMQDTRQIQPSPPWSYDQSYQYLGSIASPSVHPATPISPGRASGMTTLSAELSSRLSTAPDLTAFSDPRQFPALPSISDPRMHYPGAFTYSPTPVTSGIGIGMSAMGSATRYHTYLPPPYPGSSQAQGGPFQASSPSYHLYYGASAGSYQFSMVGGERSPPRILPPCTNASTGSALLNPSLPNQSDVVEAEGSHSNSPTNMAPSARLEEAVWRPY
Target sequence (Q13951 whole entry, looked up): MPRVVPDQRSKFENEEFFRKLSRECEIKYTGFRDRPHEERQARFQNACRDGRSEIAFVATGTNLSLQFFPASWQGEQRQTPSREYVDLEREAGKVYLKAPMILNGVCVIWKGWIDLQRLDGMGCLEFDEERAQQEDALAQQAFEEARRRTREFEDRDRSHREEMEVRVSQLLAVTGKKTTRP
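Inhibition was taken as any reduction in AlphaScreen signal from the CBF-beta–RUNX1 pair (His and biotin tags, 30 nM each), measured after compound (15 min) and bead (90 min) incubations at room temperature.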
Epigenetic reg: derepresses silenced GFP reporter in murine cells | 280,000 compounds, 0.2% hits | murine LDR cells, GFP reporter derepression, 30 h | Potency, µM (titrated, usually from 53.9 µM), inactives show at the highest dose GFP activation, actives largely listed as activators | AID 1865; further: potency means the concentration at half of the fitted maximal effect; % of control where 0% means no effect; nearly all actives have a fitted effect of over 60% in size
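Murine LDR cells bearing a silenced CMV-driven GFP reporter were exposed to compound for 30 h at 37 C. After PBS washes, GFP-positive cells (20-120 um objects) counted by laser-scanning microplate cytometry.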
Lamin A splicing: changes lamin A minigene splicing in HeLa cells; HeLa LMNA splicing GFP/RFP minigene ratio, 48 h; Potency, µM (series often up to 46.1 µM), for inactives: top-dose ratio change, negative = inhibition, most hits filed as inhibitors; 200,000 compounds, 0.01% hits; AID 1487; active means well fitted inhibition curve with a large enough effect in the signal ratio, with a control signal flat, not every such curve was filed as active; inconclusive means small, poorly fitted or top-dose-only effect, or effect the other way, or a change in a side signal; the % refers to the signal ratio; further: potency means the concentration at half of the fitted maximal effect; on the % scale 0 is the no-effect control and ±100 the full control effect
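S3 HeLa cells stably expressing lamin A-EGFP splicing minigene plus DsRed2, 600 cells/well, 48 h compound exposure at 37C. Laser-scanning cytometry; analysed as GFP (500-530 nm)/RFP (575-640 nm) total intensity ratio; 0.5% DMSO vehicle.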
HttQ103 aggreg: mutant huntingtin aggregation inhibition. PC12 HttQ103-GFP aggregates, Acumen cytometry, 40 h. Potency, µM (top dose mostly 46.1 µM), for inactives: top-dose activity change, negative = inhibition, hits mostly inhibitors. 220,000 compounds, 1.1% hits; further: potency means the concentration at half of the fitted maximal effect; on the % scale 0 is the no-effect control and ±100 the full control effect; nearly all actives have a fitted effect of over 60% in size
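Aggregates are detected as GFP objects 1–25 µm with signal 6 STDEV over background in lysates of induced PC12 cells. These carry Huntingtin exon 1 with 103 glutamines fused to GFP under an ecdysone promoter; compounds titrated.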
IMPase Li cell: IMPase inhibition in cells with lithium potentiation; CHO-M1 cells, IP1 TR-FRET (IP-One), carbachol + lithium; Potency, µM (series often up to 59.4 µM), for inactives: top-dose activity, negative = IMPase inhibition, most hits filed as inhibitors; 210,000 compounds, 0.35% hits;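 further: IP1 builds up when IMPase is blocked and the TR-FRET signal falls; potency means the concentration at half of the fitted maximal effect; plate controls were basal vehicle for no effect and high inhibitor control for full effect; nearly all actives have a fitted effect of over 50% in size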
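Lithium-sensitised IP1 accumulation assay; M1-expressing CHO cells treated 30 min at 37C with compound. Competitive antibody detection by time-resolved FRET followed a 10 min room-temperature lysis step.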
* marks the source's active call; other numbers are inactive results; ? = inconclusive; . = not tested or not shown; [ ] = dose if it differs, or a comment. Unless noted, the call rests on the fitted dose curve; in most records, active means well fitted curve in the direction sought with a large enough effect; inconclusive means small, poorly fitted or top-dose-only effect, or another doubt; inactive means no such curve, though single readings can be large; an effect the other way counts as inactive or inconclusive. Some of the compounds tested, so the mix of outcomes need not match the whole.

molecule | HttQ103 aggreg | CBFb RUNX1 block | NPSR antag | Lamin A splicing | Luc counter | IMPase Li cell | Epigenetic reg
O=C(N/N=C/C=C\c1ccccc1[N+](=O)[O-])c1cc(-c2ccc3ccccc3c2)n[nH]1 | -21% | -8% | -34% | 8% | 3% | 8% | -1.0%
CN(Cc1ccccc1)C(=O)c1[nH]cnc1C(=O)N[C@@H](CCCCNC(=O)OC(C)(C)C)C(=O)OC(C)(C)C | 11%[9.22 µM] | 22% | 47% | . | . | 0% | 4.2%
COC(=O)Nc1ccc(S(=O)(=O)N2CCC(C(=O)N3CCC(C)CC3)CC2)cc1 | -30% | -3% | -8% | 28%[9.22 µM] | 1% | 1% | -0.1%
COC(=O)n1c(=S)oc2cc(Cl)ccc21 | -2% | 4% | -5%[46.1 µM] | 7% | 0% | 18%[38.3 µM] | -1.0%
O=C(CCc1ccccc1)Nc1ccc(NC(=O)c2ccco2)cc1 | 8% | 1% | -10%[46.1 µM] | 5% | 0% | -22%[38.3 µM] | 2.9%
CN1CCn2c1nc(N1CCCCC1)nc2=O | 7% | -1% | 12%[46.1 µM] | 0% | 3% | 3%[38.3 µM] | 1.1%
Cc1ccc(C)c(NC(=O)COC(=O)c2cccc3c2C(=O)c2ccccc2C3=O)c1 | -16% | -6% | -9% | -6% | 0% | 10% | 0.0%
CCCCCn1c(=O)[nH]c2cc(C(=O)N3CCN(CC)CC3)ccc2c1=O | -9% | 6% | -1%[46.1 µM] | 8% | 0% | 15%[38.3 µM] | ?
CCOC(=O)C(=O)/C(=C\N(C)C)c1onc(-c2ccccc2)c1C(=O)OC | -7% | 9% | 11%[46.1 µM] | -4% | 6% | 5%[38.3 µM] | -4.5%
O=C(NCc1ccccc1)c1cccc(S(=O)(=O)NCc2ccccc2)c1 | ? | 6% | -10%[46.1 µM] | -2% | 1% | 2% | 0.0%
Nc1ccc(C(=O)N/N=C\C=C\c2ccc([N+](=O)[O-])cc2)cc1 | 12% | 5% | 3% | ? | 2% | 10% | 0.9%
Cc1cccc2cc(CN(Cc3ccco3)C(=O)c3ccncc3)c(=O)[nH]c12 | -4% | 1% | -3%[46.1 µM] | 8% | 1% | 18%[38.3 µM] | 0.0%
CCCNC(=O)C/C(C)=N/NC(=O)C(=O)Nc1ccccn1 | 9%[9.22 µM] | 2% | -3% | ? | -1% | 5% | -4.8%
COc1ccc(-c2n(CC(=O)OC3CC(C)CCC3C(C)C)c3ccccc3[n+]2C)cc1 (stereo not drawn) | 1%[9.22 µM] | 4% | 15% | . | 3.5µM* | 20% | 0.0%
Cc1ccc(C(=O)NNC(=O)CSc2nnc(CNc3ccc(F)cc3)n2C)cc1 | 6% | 0% | 17% | -9%[46 µM] | -2% | -2% | 5.3%
COc1ccc2[nH]c(=O)c(CNc3ccccc3OC)cc2c1 | 17%[9.22 µM] | -21% | -18% | . | . | . | -1.0%
O=C(CCl)N(Cc1ccccc1)c1ccccc1 | ? | -14% | -39% | 6%[46 µM] | 6% | 7% | 0.0%
CCn1c(=O)n(CC(=O)N(C)Cc2ccccc2)c(=O)c2ccccc21 | -4% | 10% | -1%[46.1 µM] | 15% | -1% | 2%[38.3 µM] | -0.8%
CCC(=O)NC(NC(=S)Nc1c(C)n(C)n(-c2ccccc2)c1=O)C(Cl)(Cl)Cl (stereo not drawn) | ? | -4% | -10%[46.1 µM] | -4% | -1% | 0% | 5.7%
CCC1SC(CC)C(=O)N(CC(=O)NCCc2ccccc2)C1=O (stereo not drawn) | -4% | 3% | -4% | . | 1% | 0% | -2.0%
NC1=NC(c2ccc(F)cc2)n2c(nc3ccccc32)N1 (stereo not drawn) | -3% | -4% | -7%[46.1 µM] | -2% | -5% | -4%[38.3 µM] | -0.2%
Cc1occc1-c1nnc(-c2cc([N+](=O)[O-])cc([N+](=O)[O-])c2)o1 | 14%[9.22 µM] | 1% | -21% | . | -9% | 14% | 3.2%
CC1CCN(CCC(=O)Nc2ccc(Cl)cc2)CC1 | 3%[9.22 µM] | 12% | 3% | . | 1% | 14% | 1.1%
CC(=O)NCCc1nc2ccccc2n1Cc1ccc(C)cc1 | -14% | -2% | -3%[46.1 µM] | -1% | 15% | -4%[38.3 µM] | 0.4%
Cc1cc(-c2nn(-c3ccccc3F)cc2CN(C)CC(O)CO)c(C)s1 (stereo not drawn) | 10%[9.22 µM] | 2% | 2% | . | . | 0% | 9.6%
COc1ccc(-c2cc(C(=O)Nc3ccccc3SC)no2)cc1OC | 0% | 4% | -12%[46.1 µM] | -6% | -5% | -10%[38.3 µM] | -1.1%
CC(C)CC(=O)CC1(O)C(=O)Nc2ccccc21 (stereo not drawn) | 7%[9.22 µM] | 3% | -5% | ? | 2% | -1% | -1.2%
CCNC(=O)C1CCCN1S(=O)(=O)c1ccc(C)cc1 (stereo not drawn) | 4% | 3% | 7% | 6% | 2% | 4% | 0.0%
CCCCC(c1nnnn1CCOC)N1CCN(C(=O)c2ccco2)CC1 (stereo not drawn) | -12% | 3% | -6%[46.1 µM] | 13% | -2% | 20%[38.3 µM] | -1.0%
CCNC(=O)Nc1ccc(OC)cc1OC | 6% | 0% | 7% | -4%[46 µM] | -3% | 4% | 3.1%
COc1ccc(-c2cc(C(=O)N3CCOCC3)no2)cc1OC | 8% | -1% | -11%[46.1 µM] | -2% | -4% | -2%[38.3 µM] | 0.0%
CC(C)Cn1c(N)c(C=O)c(=O)[nH]c1=O | -21% | 3% | 9% | 0%[46 µM] | 0% | -5% | -0.2%
COc1ccc(Cc2noc(CN(C)CC3CCN(Cc4ccccc4)CC3)n2)cc1OC | -1%[9.22 µM] | 0% | ? | . | . | . | 2.5%
Cc1cc(C)c(C#N)c(Oc2ccccc2Br)n1 | 26% | 10% | -18% | ? | -1% | 9% | -6.1%
COc1cccc(-c2cn3nc(C)c(C)nc3n2)c1 | 4% | -11% | -4%[46.1 µM] | 6% | 11µM* | -8%[38.3 µM] | -0.2%
O=C(/C(Br)=C/Nc1cc(Cl)ccc1Cl)C(F)(F)F | 9% | 2% | 5% | -12% | -1% | -7% | -3.0%
COc1ccccc1-c1nnc2sc(COc3ccc(Cl)cc3Cl)nn12 | ? | 0% | ? | ? | 0% | -13%[38.3 µM] | -4.2%
O=C(CSc1nccc(=O)[nH]1)Nc1ccc2c(c1)OCCO2 | -6% | 0% | 10% | . | . | -4% | -0.4%
Cc1ccc(-c2noc(CNc3ccccc3)n2)cc1 | 12% | 19% | 1%[46.1 µM] | -1% | 0% | 1% | 2.4%
Cc1ccc(-c2nnc3sc(-c4ccncc4)nn23)cc1 | -1% | 1% | -2%[46.1 µM] | -3% | 2% | 0%[38.3 µM] | 0.1%
Cc1cc(/N=C/C=C2\N(C)c3ccccc3C2(C)C)n(CCC#N)n1 | -24% | -9% | 0%[46.1 µM] | ? | 0% | 8%[38.3 µM] | 1.5%
COc1ccc(NC(=O)CCCc2c[nH]c3ccccc23)cc1OC | 6% | 2% | 0% | -8% | 1% | 6% | 1.0%
CCOC(=O)c1sc2nc(CSc3ccccc3Cl)[nH]c(=O)c2c1C | 11% | 0% | -23% | 17%[9.22 µM] | 1% | -12% | 3.1%
Cc1nnc(SCSc2nnc(C)s2)s1 | -1% | 0% | -16%[7.67 µM] | -1% | 3% | 4%[38.3 µM] | -1.5%
CCOc1ccc(NC(=O)CCS(=O)(=O)c2ccc3c(c2)CCCN3C(C)=O)cc1 | 1% | -3% | ? | 0% | 3% | 24%[38.3 µM] | -0.5%
CCN(CC)c1ccc(/C=N/NC(=O)Nc2nonc2N)cc1 | 5% | -7% | -32% | 0% | -1% | 16% | 2.0%
CC1=NN(c2ccccc2)C(=O)/C1=C\c1ccc(Oc2ccc([N+](=O)[O-])cc2[N+](=O)[O-])cc1 | -2% | ? | -10% | ? | 5% | 6% | 3.2%
COCCOC(=O)c1[nH]c2c(c1C)C(=O)CC(c1ccco1)C2 (stereo not drawn) | 10% | ? | ? | ? | 0% | 27%[38.3 µM] | 0.0%
Cc1cc(C(=O)CSc2nc3ccc(Cl)cc3[nH]2)c(C)n1CC1CCCO1 (stereo not drawn) | 3.2µM* | -9% | -1%[46.1 µM] | -19% | -7% | 14%[38.3 µM] | -4.4%
Cn1c(O)c(/C=C2\C=NN=C2c2ccccc2)sc1=S | 0%[9.22 µM] | -19% | 35% | ? | . | . | 4.3%

(cont.)
molecule | HttQ103 aggreg | CBFb RUNX1 block | NPSR antag | Lamin A splicing | Luc counter | IMPase Li cell | Epigenetic reg
COc1ccc(N2CCN(C(=O)c3cc4c(s3)-c3ccccc3S(=O)(=O)C4)CC2)cc1 | 20%[9.22 µM] | -23% | -3% | . | . | . | 9.6%
CCOC(=O)/C(C#N)=N\Nc1cc(Cl)ccc1OC | -3%[9.22 µM] | 2% | -58% | . | . | . | ?
O=C(Cc1cccs1)Nc1nnc(-c2ccccc2)s1 | 11% | 1% | -17% | . | 0% | -4% | -1.7%
CCn1c(=O)cc(SCC(=O)N2CCOCC2)c2ccccc21 | 25% | 7% | ? | -23% | 2% | -9%[38.3 µM] | 1.6%
Cc1cccc2c1N(CC(=O)OC(C)C)C(=O)C2=O | 8% | 4% | 3% | -13% | 4% | 3% | -1.0%
CCOC(=O)C1CCC(CN(Cc2ccccc2C)S(=O)(=O)c2ccc([N+](=O)[O-])cc2)CC1 (stereo not drawn) | 18% | -17% | -21% | -4% | 4% | 9% | 0.1%
O=C(CCc1nnc(-c2ccccc2)o1)NCc1c(F)cccc1F | -8%[9.22 µM] | 2% | -15% | 3%[46 µM] | 1% | 9% | 1.1%
CCc1ccc(NC(=O)CCS(=O)(=O)c2cccc3nsnc23)cc1 | 4% | -5% | -6%[46.1 µM] | 2% | -3% | 14%[38.3 µM] | -1.0%

Source: PubChem BioAssay (National Center for Advancing Translational Sciences (NCATS))
